Menin MLL FP TR = inhibitors of human menin-MLL interaction, mutant MLL peptide; hit rate 0.23% among 270,000; O00255; Potency, µM (titrated, usually from 61.6 µM), for inactives: at the top dose FP activity change, negative = inhibition, actives largely listed as inhibitors; Menin + Texas Red MLL mutant peptide, fluorescence polarization; active = well fitted inhibition curve with a large enough effect in the polarisation, with a control signal flat, not every such curve was filed as active; inconclusive = small, poorly fitted or top-dose-only effect, or effect the other way, or a change in a side signal; inactive = no such curve, though single readings can be large or run the other way; the % refers to the polarisation; also: potency is read from the fitted curve at half-maximal effect; % of control where 0% means no effect; many of its hits are not listed in these tables
MLL CXXC-DNA inh = blocks binding of human MLL CXXC domain to DNA; hit rate 0.037% among 290,000; Potency, µM (series often up to 115 µM), without a hit: at the top dose activity change, negative = inhibition, hits mostly inhibitors; AID 2662; Q03164; MLL-CXXC / FITC-HOXA9 DNA fluorescence polarization; active = well fitted inhibition curve with a large enough effect in the polarisation, with a control signal flat, not every such curve was filed as active; inconclusive = small, poorly fitted or top-dose-only effect, or effect the other way, or a change in a side signal; inactive = no such curve, though single readings can be large or run the other way; the % refers to the polarisation; also: potency is read from the fitted curve at half-maximal effect
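Steps: dispense CXXC domain solution (7 uM) → pin compounds or unlabeled HOX-A9 DNA control → 5 min ambient → add FLSN-HOX-A9 solution (50 nM) → spin → 30 min ambient → fluorescence polarization. Tris pH 7.5/NaCl/DTT/BSA buffer.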
Giardia killer = kills Giardia lamblia. AID 540267. hit rate 0.15% among 340,000. activity change, % at 7.66 µM, hits read low. Giardia lamblia trophozoite viability; in the data active = activity change below about -80%; inconclusive = between about -30% and that limit;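 also: parasites exposed to compound for two days anaerobically before the ATP read; % is scaled to controls: 0 for no effect and ±100 for the full control effect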
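Compounds were tested on trophozoites seeded at 100 cells/well and held 48 hrs at 37 deg C anaerobically. An ATP-based luminescent kit measured the remaining live cells.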
KCNH2 WT inh = inhibitors of human wildtype KCNH2 potassium channel; activity change, % at 1.84 µM; U2OS, BacMam KCNH2, thallium flux FluxOr; hits give low values; hit rate 0.37% among 340,000; AID 720551; Q12809;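 active = maximum activity change below -70%; inconclusive = maximum activity change between -70% and -50%; inactive = maximum activity change above -50%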; also: % is scaled to controls: 0 for no effect and ±100 for the full control effect
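U2OS cells transduced with wild-type KCNH2 virus are loaded with FluxOr dye for 45 min, and thallium flux is measured in kinetic reads before and after stimulation buffer. Rate constants are normalized to DMSO controls.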
TRPV1 agonist = agonists of human vanilloid receptor 1 (TRPV1); Q8NER1; TRPV1-expressing cells, Fluo-8 calcium influx, agonist mode; activation, % at 8.33 µM; hit rate 0.19% among 320,000; AID 540275; in the data active = activation above about 80%; inconclusive = between about 30% and that limit; also: 0% is about no effect
Target sequence (Q8NER1 whole entry, looked up): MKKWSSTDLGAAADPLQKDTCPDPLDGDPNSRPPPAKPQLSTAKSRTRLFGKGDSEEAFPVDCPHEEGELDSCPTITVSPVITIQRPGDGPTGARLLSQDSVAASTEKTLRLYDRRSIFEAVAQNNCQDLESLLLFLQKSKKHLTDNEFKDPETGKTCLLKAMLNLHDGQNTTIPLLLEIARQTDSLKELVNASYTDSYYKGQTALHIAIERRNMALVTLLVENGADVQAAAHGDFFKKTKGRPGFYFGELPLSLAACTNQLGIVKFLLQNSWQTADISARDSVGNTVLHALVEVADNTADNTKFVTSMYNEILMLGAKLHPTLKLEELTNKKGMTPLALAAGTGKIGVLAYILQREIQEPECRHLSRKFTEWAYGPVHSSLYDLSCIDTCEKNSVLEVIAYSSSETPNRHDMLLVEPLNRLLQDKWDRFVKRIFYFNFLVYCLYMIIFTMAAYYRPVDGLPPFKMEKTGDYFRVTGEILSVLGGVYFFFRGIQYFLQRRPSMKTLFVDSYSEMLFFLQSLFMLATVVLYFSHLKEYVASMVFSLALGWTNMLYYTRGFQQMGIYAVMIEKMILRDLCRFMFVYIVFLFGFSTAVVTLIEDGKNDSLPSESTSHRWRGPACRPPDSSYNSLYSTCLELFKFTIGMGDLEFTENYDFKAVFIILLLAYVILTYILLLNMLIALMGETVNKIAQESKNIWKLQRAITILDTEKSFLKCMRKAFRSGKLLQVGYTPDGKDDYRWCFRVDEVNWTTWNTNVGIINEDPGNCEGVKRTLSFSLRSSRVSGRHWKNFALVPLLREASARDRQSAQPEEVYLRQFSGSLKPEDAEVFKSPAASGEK
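TRPV1-expressing cells were cultured overnight at 35.5C and loaded with Fluo-8 calcium dye for 40 to 90 min at room temperature. After a 10 s baseline, compound was added and calcium influx was read kinetically for 3 min (ex 480/em 520 nm).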
FBPA coupling cs = coupling enzyme interference in Giardia aldolase counter-screen; coupling enzyme system counterscreen, AmpLite Red fluorescence; activity change, negative = inhibition, % at 58.2 µM, hits read low; hit rate 0.67% among 290,000; AID 2472; in the data active = activity change below about -30%; also: % is scaled to controls: 0 for no effect and ±100 for the full control effect
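Counterscreen lacking aldolase: glyceraldehyde-3-phosphate coupling-enzyme reagent preincubated 10 min at RT with compound (at 57.5 uM final), then substrate/coupling system with AmpLite Red added; fluorescence read at 525/598 nm after 20 min RT.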
PKM2 activator = increases activity of human pyruvate kinase M2; P14618; purified PKM2, Kinase-Glo ATP luminescence, activation; response scale: 0% is enzyme alone, no compound; Potency, µM (top dose mostly 57.5 µM), for inactives: top-dose activation, most hits filed as activators; hit rate 0.34% among 260,000; also: potency is read from the fitted curve at half-maximal effect; % is scaled to controls: 0 for no effect and ±100 for the full control effect; nearly all actives have a fitted effect of over 55% in size
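hPK-M2, >95% pure; 0.1 mM ADP / 0.5 mM PEP final; imidazole pH7.2 buffer w/ 7 mM MgCl2, 50 mM KCl; 1 h RT; Kinase-Glo lum. Intermediate enzyme activity for dual inhibitor/activator qHTS.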
USP2a inh = blocks human ubiquitin-specific protease USP2a; O75604; USP2 core, Ub-CHOP2 coupled fluorogenic reporter, 485/531; Potency, µM (doses to about 38.3 µM), without a hit: at the top dose activity change, negative = inhibition, most hits filed as inhibitors; hit rate 0.01% among 330,000; AID 463254;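 also: potency is read from the fitted curve at half-maximal effect; plate controls were DMSO wells for no effect and full inhibition by NEM control for full effect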
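Deubiquitinase activity read as fluorescence (485/531 nm) after Ub-CHOP2 cleavage activates the enterokinase reporter on its substrate; USP2 core 10nM, Ub-CHOP2 and substrate 25nM each, 30min compound preincubation then 60min RT; data normalized to NEM, curves fitted.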
KCNH2 3.1 inh = KCNH2 3.1 (human) potassium channel inhibition; U2OS KCNH2 3.1, thallium flux FluxOr; hits give low values; activity change, % (tested at about 1.8 µM); hit rate 0.95% among 340,000; AID 720553;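 active = maximum activity change below -70%; inconclusive = maximum activity change from -70% to -50%; inactive = maximum activity change above -50%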;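 also: thallium influx rate constant from kinetic fluorescence after stimulation buffer; % is scaled to controls: 0 for no effect and ±100 for the full control effect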
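Steps: virus added to U2OS suspension (4 h, RT, dark); medium with 10% FBS added, cells plated, 37 C overnight; FluxOr/Red40 loading buffer 45 min RT; stimulation buffer, 2 min kinetic read; rate constant normalized.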
B2AR arrestin = beta2AR (human) beta-arrestin recruitment activity. P07550. beta-arrestin recruitment to beta2AR, cell-based reporter. Potency, µM (highest dose often 46.1 µM), inactives show top-dose activation, hits mostly activators. hit rate 0.02% among 330,000. AID 492947;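 also: potency is read from the fitted curve at half-maximal effect; 0% = DMSO controls and full agonism = EC100 isoproterenol or metaproterenol; nearly all actives have a fitted effect of over 65% in size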
GALK inhibitor = inhibitors of human galactokinase; P51570; Purified GALK, Kinase-Glo residual ATP luminescence; Potency, µM (series often up to 57.5 µM), for inactives: at the highest dose activity change, negative = inhibition, hits mostly inhibitors; hit rate 0.007% among 270,000; AID 1868; also: potency is read from the fitted curve at half-maximal effect; % is scaled to controls: 0 for no effect and ±100 for the full control effect
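ATP-depletion format; final 35 uM ATP, 100 uM D-galactose, 5 nM enzyme; pH 8.0 HEPES/Mg2+ buffer; 60 min RT; luminescence read 10 min after detection reagent.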
* = called active by the depositor; ? = inconclusive; nt = not tested or not shown; & = joins results of further samples; [ ] = dose if it differs, or a comment. Unless noted, calls follow the shape of the dose curve; as a rule, active = well fitted curve in the direction sought with a large enough effect; inconclusive = small, poorly fitted or top-dose-only effect, or another doubt; inactive = no such curve, though single readings can be large; an effect the other way counts as inactive or inconclusive. Not all compounds are listed (hit frequency here may not be typical).

| Structure | Giardia killer | FBPA coupling cs | USP2a inh | TRPV1 agonist | KCNH2 WT inh | KCNH2 3.1 inh | GALK inhibitor | PKM2 activator | B2AR arrestin | Menin MLL FP TR | MLL CXXC-DNA inh |
| --- | --- | --- | --- | --- | --- | --- | --- | --- | --- | --- | --- |
| Cc1cc(=O)n2c(n1)NC(Nc1cccc(C)c1C)=NC2c1ccccc1 (stereo not given) | 6 | 2 | 0% | 0 | 2 | 5 | 12% | 17% | -0.8% | nt | 2% |
| CCC(C)NC(=O)C1CCCN(c2nc(C)cc(OC)n2)C1 (stereo not given) | 10 | 2 | 0% | -1 | 4 | -1 | 1% | -1% | 0.0% | -17% | 0% |
| COC(=O)Nc1ccc(=O)n(Cc2c(Cl)cccc2Cl)c1 | -22 | -18 | 1% | nt | 3 | -1 | -7% | 15% | -0.5% | nt | -3% |
| O=C(NNc1c2ccccc2nc2ccccc12)c1cc2ccccc2cc1O | 17 | 0 | -7% | 0 | 16 | -16 | 1% | -2% | -0.1% | ? | 1% |
| COc1ccccc1N(CC(O)CN1C(=O)NC(C)(C)C1=O)S(=O)(=O)c1ccc(C)cc1 (stereo not given) | 2 | -1 | 0% | 12 | 3 | 5 | 1% | -9% | -0.5% | 0% | 0% |
| Cn1c(N)c(C(=O)COC(=O)CCC(=O)c2ccc(F)cc2)c(=O)n(C)c1=O | -8 | -2 | -2% | 3 | -5 | 0 | -1% | -1% | 0.2% | 3% | 0% |
| O=C(CSc1nnc(CNC(=O)c2ccccc2F)o1)NCc1ccccc1 | -2 | 2 | 1% | 3 | -15 | 4 | -2% | 3% | 0.1% | -2% | 8% |
| C=CCC(=O)N(CC)CC1CCCN(CCc2cccc(F)c2)C1 (stereo not given) | 11 | 4 | -1% | 1 | 21 | 4 | 0% | 0% | -0.2% | -16% | -1% |
| COc1cc(OC)cc(C(=O)OCC(=O)Nc2cccc(C(C)=O)c2)c1 | 0 | 0 | -1% | -1 | -2 | 10 | 12% | 2% | -0.6% | -17% | 6% |
| COc1ccc(/C=C2\C(=O)N(Cc3ccc(F)cc3)CC(=O)N2Cc2ccccc2)cc1 | -7 | -3 | 4% | ? | -4 | -6 | -2% | 2% | -0.3% | 1% | 2% |
| COC(=O)c1ccc(CN2CCN(Cc3ccc(F)cc3)C(CCO)C2)cc1 (stereo not given) | 1 | 0 | 0% | -1 | -3 | 8 | -2% | 1% | -0.2% | -4% | -6% |
| O=C(c1cccs1)N1CCN(CCc2ccccc2)CC1 | 14 | -1 | -2% | 7 | 20 | 4 | 0% | 8% | -0.3% | -12% | 6% |
| Cc1cc(=O)n2[nH]c(COc3ccccc3)nc2n1 | 15 | -2 | 1% | -2 | -3 | 7 | -2% | 3% | -0.3% | 11% | 2% |
| Cc1ccc(C(=O)NCCc2nnc3ccc(SCC(=O)Nc4ccccc4F)nn23)cc1 | 38[activator] | nt | 3% | 14 | 3 | 5 | -2% | 3% | -0.7% | nt | 22% |
| CCOc1ccc(C(=O)Nc2nc3ccccc3[nH]2)cc1OCC | 1 | -2 | 0% | -8 | -23 | 3 | -3% | 0% | 0.1% | 38%[activator] | -22% |
| CC(=O)c1ccc(OCC(=O)N(C2CCCCC2)C2CCS(=O)(=O)C2)cc1 (stereo not given) | -3 | nt | 1% | 1 | -3 | -2 | nt | nt | 0.3% | nt | nt |
| Cc1ccc(/C=N/n2c(-c3ccccn3)n[nH]c2=S)o1 | 1 | 0 | 1% | 0 | -5 | 6 | 2% | 2% | 0.3% | nt | 14% |
| COCCNC(=O)CNS(=O)(=O)c1ccc2nc(C)sc2c1 | -5 | 3 | -10% | 0 | -5 | -5 | 1% | 2% | 0.6% | 4% | 4% |
| CCc1c(C)nc2ncnn2c1NCCc1ccc(OC)cc1 | 11 | -5 | 1% | -2 | 10 | 2 | -2% | 1% | -3.7% | 8% | -1% |
| COc1cc(/C=N/NC(=O)c2ccc3c(c2)OCCO3)cc(Br)c1O | 6 | 1 | 2% | ? | 2 | -3 | nt | -6% | 0.1% | 21% | nt |
| Cc1cc2nccc(-c3ccc(F)cc3)n2n1 | 17 | 1 | 3% | -2 | 0 | -4 | 1% | nt | 0.0% | -11% | -4% |
| Cc1c(NC(=O)CC(C)C)c(=O)n(-c2ccccc2)n1C | -2 | 2 | 6% | 1 | -3 | -2 | 2% | -5% | 0.1% | -5% | -1% |
| Cc1cnc(NC(=O)C2COc3ccccc3O2)s1 (stereo not given) | -4 | -1 | -1% | 11 | 2 | 0 | 4% | -18% | 0.3% | 73%[activator] | 1% |
| Cc1nn(C)c(Cl)c1CN1CCN(C2CCCCC2)C(CCO)C1 (stereo not given) | 7 | -2 | 2% | 8 | -3 | 7 | 4% | -3% | -1.1% | 13% | -7% |
| COC(=O)C/C=C/N(Cc1ccccc1OC)S(=O)(=O)CCl | 28 | nt | -1% | nt | -7 | -22 | nt | nt | -0.4% | nt | nt |
| COc1ccc(N2CCCn3c2nc2c3c(=O)n(Cc3ccc(F)cc3)c(=O)n2C)c(OC)c1 | -12 | 4 | -2% | -2 | 8 | -4 | -4% | 3% | -0.5% | -13% | -13% |
| CC1(C)NC(=O)N(CC(=O)OCC(=O)c2ccc(Br)s2)C1=O | -24 | nt | 0% | nt | -1 | 0 | nt | nt | -0.4% | nt | nt |
| CC(=O)C1=C(C)NC(=O)NC1c1cccs1 (stereo not given) | 17 | -1 | 1% | 0 | -1 | 2 | 1% | 11% | -0.1% | 0% | 2% |
| COc1ccccc1NC(=O)CN1CCN(c2ccccc2OC)CC1 | 4 | 2 | 3% | 13 | -2 | 9 | 9% | -2% | -0.8% | -11% | 1% |
| COc1ccc2nc(NC(=O)CCNS(=O)(=O)c3ccc4c(c3)oc(=O)n4C)sc2c1 | 1 | 1 | 0% | 6 | -1 | -11 | -3% | 5% | 0.0% | -3% | 6% |
| Cc1ccc(NC(=O)COC(=O)c2cccc(OC(F)F)c2)cc1S(=O)(=O)N1CCCCC1 | -2 | nt | 0% | 0 | -4 | -41 | nt | nt | -0.1% | nt | nt |
| COC(=O)c1ccc(C2/C(=C(\O)c3cccc(OC)c3)C(=O)C(=O)N2CCCN2CCOCC2)cc1 (stereo not given) | 7 | 3 | -9% | -5 | 3 | -3 | 1% | -1% | -0.5% | -10% | -8% |
| CCn1nc(C(=O)OCC(=O)NCCN2C(=O)CSC2=O)c2ccccc2c1=O | 10 | -1 | 1% | -5 | 5 | 6 | 7% | -4% | -0.1% | 10% | -5% |
| CC1=C(C(=O)N2CCOCC2)C(c2cccc(C)c2)NC(=S)N1 (stereo not given) | 5 | 3 | 3% | 0 | -42 | 4 | 0% | 1% | -1.9% | -14% | 7% |
| C#CCOCCOCCOCCNc1nc(N2CCN(C(=O)[C@H](CC(N)=O)n3cc(C(N)[C@H](C)CC)nn3)CC2)nc(N2CCN(C(=O)[C@H](CC(N)=O)n3cc(C(N)[C@@H](C)CC)nn3)CC2)n1 (stereo not given in full) | -13 | nt | 2% | nt | nt | nt | nt | nt | -0.2% | nt | nt |
| Cc1ccc(C2(c3ccccc3)NC(=O)N(CC(=O)NCc3ccco3)C2=O)cc1C (stereo not given) | -5 | nt | -8% | -1 | 9 | 0 | nt | nt | 0.3% | nt | nt |
| COc1ccc(Cn2c(C3CC3)nc3ccc(NC(=O)c4ccco4)cc3c2=O)cc1 | -20 | 1 | -5% | 11 | 5 | 6 | 7% | -2% | -0.4% | 35%[activator] | -1% |
| Cc1ccc(C(=O)Nc2cccc(C(F)(F)F)c2)cc1NC(=O)c1cnnc2ccccc12 | 53[activator] | 6 | 0% | 0 | 6&1 | -14&-14 | 0% | -5% | -0.4% | nt | 11% |
| CCCCn1c(-c2cccc(C)c2)nc2cc3[nH]c(=O)c(C(C)C)nc3cc21 | -14 | -11 | -9% | -1 | -13 | 6 | nt | -2% | -0.7% | ? | -7% |
| COc1ccc(OCCCC(=O)OCC(=O)Nc2ncc(Cl)cc2Cl)cc1 | -4 | nt | 2% | -4 | -6 | 2 | nt | nt | 0.7% | nt | nt |
| O=C(NC(=O)N1CCN(c2ccc([N+](=O)[O-])cn2)CC1)c1c(Cl)cccc1Cl | -20 | -8 | 1% | 6 | 15 | 3 | -2% | 21% | -0.2% | nt | 14% |
| O=C(Oc1ccc2ccccc2c1Cl)N1CCCC1 | -22 | 0 | -1% | 2 | -8 | 5 | 0% | -3% | -0.5% | -30% | -2% |
